Tcruzi prolif – T. cruzi intracellular proliferation inhibitors, primary screen, cell-based, beta-gal Tulahuen parasites, NIH3T3 host, luminescence; T. cruzi beta-gal in NIH3T3, GalScreen luminescence, 90 h; hit rate 5.9% among 77,000; inhibition, % at 8.34 µM;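 active = mean inhibition above about 93%, with at least 55% of replicates each passing it, limit read from the data, passing the limit was not always enough; inconclusive = only one of those two conditions holds; inactive = neither condition holds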
C diff HTS – C. difficile growth inhibitors, primary screen, HTS. growth activity, negative = inhibition, % at 16 µg/mL (by protocol). Clostridium difficile clinical isolate growth, OD600, 24 h; stronger effect = lower value. hit rate 0.25% among 86,000. AID 1259249, 2017;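 active = mean growth activity at or below -80% and every replicate also at or below -80%; inconclusive = mean at or below -80% but some replicate above -80%; inactive = mean growth activity above -80%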;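 note: 0% = DMSO wells and -100% = levofloxacin 16 µg/mL wells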
KDM4C inh – inhibitors of GASC-1 (KDM4C) histone demethylase, primary screen, biochemical, single concentration HTS; Lysine-specific demethylase 4C (Homo sapiens), Q9H3R0; GST-KDM4C 2-372, H3K9me3 peptide, LANCE TR-FRET; inhibition, % at 12.5 µM; hit rate 0.15% among 96,000;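 active = mean replicate inhibition above about 25%, with at least 55% of replicates also reaching it, limit read from the data, passing the limit was not always enough; inconclusive = only one of those two conditions met; inactive = neither condition met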
Target sequence (Q9H3R0 2-372 limits assumed): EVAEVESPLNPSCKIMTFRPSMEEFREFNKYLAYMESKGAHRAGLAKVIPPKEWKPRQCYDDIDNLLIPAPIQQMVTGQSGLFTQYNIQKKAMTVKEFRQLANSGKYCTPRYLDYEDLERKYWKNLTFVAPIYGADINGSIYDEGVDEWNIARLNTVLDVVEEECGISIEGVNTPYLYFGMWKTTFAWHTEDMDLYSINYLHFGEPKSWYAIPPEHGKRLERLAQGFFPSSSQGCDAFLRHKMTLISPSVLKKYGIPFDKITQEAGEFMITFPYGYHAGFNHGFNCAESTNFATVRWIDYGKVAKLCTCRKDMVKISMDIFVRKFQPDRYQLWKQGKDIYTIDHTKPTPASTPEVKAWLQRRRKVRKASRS
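System: N-terminal GST-fused human GASC-1 (KDM4C) fragment, residues 2-372 / Amount: 10 nM GST-KDM4C in enzyme reaction / Also added: H3K9me3 peptide with Fe(II)/2OG / Times: 30 min demethylation and 1 h detection at room temperature / Signal: LANCE TR-FRET / Read-out basis: Fall in 671/618 emission ratio as inhibition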
Pf Dd2 growth – P. falciparum Dd2 growth inhibitors, primary screen, SYBR Green fluorescence, single dose replicates; hit rate 2.3% among 94,000; activity change, % at 10 µM; 72 h; stronger effect = lower value; AID 1159554, 2015; in the data active = activity change below about -80%; inconclusive = no clear call, values can overlap the other calls
Starred values were filed as active, the others as inactive; ? = inconclusive; · = no result given; & = joins results of further samples; ! = not active in a repeat. No enrichment for hits; overall some 7% were active at least once.

Results follow in this order: Pf Dd2 growth	C diff HTS	Tcruzi prolif	KDM4C inh
> C[C@H](CO)N1C[C@H](C)[C@@H](CN(C)S(C)(=O)=O)Oc2ccc(NC(=O)CCCN(C)C)cc2C1=O
  15	2	-2	·
> COc1ccc(C#Cc2ccc3c(c2)[C@H]2[C@H](CCN2C(=O)c2ccncc2)[C@H](CO)N3)cc1
  -60	53	101*	0.0
> CCCc1cn(CC[C@@H]2CC[C@H](NS(=O)(=O)c3ccccc3Cl)[C@H](CO)O2)nn1
  -20	1	3	2.1
> C[C@@H]1CN([C@H](C)CO)C(=O)CCCn2cc(nn2)CO[C@H]1CN(C)S(=O)(=O)c1ccc(Oc2ccccc2)nc1
  -7	2	·	-1.3
> COc1cccc(-c2ccc3c(c2)[C@@H]2[C@@H](CCN2C(=O)CN2CCOCC2)[C@@H](CO)N3)c1
  19	-13	51	-1.8
> CCS(=O)(=O)N1[C@H](C#N)[C@H](c2ccc(C#CCC3CCCC3)cc2)[C@@H]1CO
  -71	-31	87	-2.0
> COCC(=O)Nc1ccc2c(c1)C(=O)N(C)C[C@H](OC)[C@H](C)CN(C(=O)c1ccccn1)[C@H](C)CO2
  2	·	-56	1.3
> CN(C)CC#Cc1ccc([C@@H]2[C@H](CO)N3CCCCN(C(=O)Nc4ccc(F)cc4)C[C@@H]23)cc1
  -19	21	79	4.3
> O=C(Nc1ccccc1F)N1CCCCN2[C@H](CO)[C@H](c3ccc(/C=C/c4ccccc4)cc3)[C@@H]2C1
  -3	0	116*	-0.1
> C[C@H](CO)N1C[C@H](C)[C@H](CN(C)C(=O)CN2CCOCC2)Oc2ncc(-c3cncnc3)cc2C1=O
  16	4	·	-1.0
> O=C(c1ccccc1)N1CC2(C1)[C@H](c1ccccc1)[C@@H](CO)N2Cc1ccccn1
  -74	-8	·	1.8
> C[C@@H]1CN([C@@H](C)CO)C(=O)CCCn2nncc2CO[C@@H]1CN(C)Cc1ccc2c(c1)OCO2
  -19	·	-9	0.8
> O=C(CC(F)(F)F)N1C[C@@H]2[C@H](c3ccccc31)[C@@H](CO)N2Cc1cccnc1
  11	1	61	2.1
> Cc1noc(C)c1NC(=O)Nc1ccc2c(c1)C(=O)N([C@H](C)CO)C[C@@H](C)[C@@H](CN(C)Cc1ccc(C(=O)Nc3ccccc3N)cc1)O2
  -27	1	·	-0.3
> COc1cccc(S(=O)(=O)N2CCCCN3[C@H](CO)[C@H](c4ccc(-c5cccnc5)cc4)[C@@H]3C2)c1
  13	-8	118*	-1.3

Three compounds from above, arranged by molecular weight, rising.
Results follow in this order: Pf Dd2 growth	C diff HTS	Tcruzi prolif	KDM4C inh
> CCS(=O)(=O)N1[C@H](C#N)[C@H](c2ccc(C#CCC3CCCC3)cc2)[C@@H]1CO
  -71	-31	87	-2.0
> O=C(Nc1ccccc1F)N1CCCCN2[C@H](CO)[C@H](c3ccc(/C=C/c4ccccc4)cc3)[C@@H]2C1
  -3	0	116*	-0.1
> COCC(=O)Nc1ccc2c(c1)C(=O)N(C)C[C@H](OC)[C@H](C)CN(C(=O)c1ccccn1)[C@H](C)CO2
  2	·	-56	1.3

More compounds follow:
Results follow in this order: Pf Dd2 growth	C diff HTS	Tcruzi prolif	KDM4C inh
> C[C@H]1CN([C@@H](C)CO)C(=O)Cc2cc(NC(=O)c3ccncc3)ccc2O[C@@H]1CN(C)Cc1ccncc1
  11	-4	-7	-0.6
> COc1ccc(NC(=O)N(C)C[C@@H]2Oc3ccc(NC(=O)Nc4ccc(C(F)(F)F)cc4)cc3CC(=O)N([C@@H](C)CO)C[C@H]2C)cc1
  -66	-1	30	-0.3
> COc1cccc(NC(=O)N(C)C[C@@H]2OCc3cn(nn3)CCCC(=O)N([C@H](C)CO)C[C@@H]2C)c1
  10	0	-12	0.5
> CN1[C@@H]2c3ccc(-c4ccccc4)c(=O)n3C[C@H]1[C@H](CO)[C@H]2C(=O)NCCCN1CCOCC1
  2	-3	-3	-0.5
> C[C@@H]1CN([C@H](C)CO)S(=O)(=O)c2ccc(C#CC3CC3)cc2O[C@H]1CN(C)Cc1ccccc1F
  -17	21	81	0.0
> C[C@@H]1CN([C@H](C)CO)C(=O)c2cccc(NC(=O)NC3CCCCC3)c2O[C@H]1CN(C)C(=O)NC1CCCCC1
  -11	-2	33	1.0
> C[C@@H]1CN([C@H](C)CO)C(=O)c2cc(Br)cnc2O[C@@H]1CN(C)Cc1ccccc1
  -2	10	-15	-0.1
> O=C(C[C@@H]1CC[C@H](NC(=O)c2ccccc2)[C@@H](CO)O1)NCc1ccncn1
  1	1	-8	0.1
> O=C(C[C@H]1C=C[C@H](NC(=O)Cc2ccccn2)[C@H](CO)O1)NCCCN1CCOCC1
  17	·	-30	-0.2
> C[C@@H]1CN([C@@H](C)CO)C(=O)c2cc(NS(C)(=O)=O)ccc2O[C@@H](C)CCCCO[C@@H]1CN(C)Cc1ccncc1
  -16	0	-47	0.8
> CCCNC(=O)N1CC2(CN(S(=O)(=O)c3cccc(OC)c3)C2)c2c(n(C)c3cc(OC)ccc23)[C@H]1CO
  -32	-3	·	-0.5
> CO[C@H]1CC[C@@H]2CCN(C)C(=O)[C@H](C)[C@@H](OC)CN(C)C(=O)c3cccc(C#N)c3OC[C@@H]1O2
  11	·	-3	2.1
> O=C(c1cccnc1)N1C[C@H]2[C@@H](c3ccccc31)[C@H](CO)N2C(=O)C1CCOCC1
  -9	-3	-7	2.7
> CC(C)NC(=O)N[C@@H]1C=C[C@@H](CC(=O)N2CCCCC2)O[C@H]1CO
  15	·	-58	5.3
> C/C=C/c1ccc([C@H]2[C@@H](CO)N(C(=O)CC)[C@@H]2CNC(=O)CC)cc1
  12	6	57	-0.3

Compounds from the list above containing a CF3 group:
Results follow in this order: Pf Dd2 growth	C diff HTS	Tcruzi prolif	KDM4C inh
> O=C(CC(F)(F)F)N1C[C@@H]2[C@H](c3ccccc31)[C@@H](CO)N2Cc1cccnc1
  11	1	61	2.1
> COc1ccc(NC(=O)N(C)C[C@@H]2Oc3ccc(NC(=O)Nc4ccc(C(F)(F)F)cc4)cc3CC(=O)N([C@@H](C)CO)C[C@H]2C)cc1
  -66	-1	30	-0.3

Further entries
Results follow in this order: Pf Dd2 growth	C diff HTS	Tcruzi prolif	KDM4C inh
> COc1ccc(NC(=O)N(C)C[C@H]2Oc3c(NS(C)(=O)=O)cccc3C(=O)N([C@H](C)CO)C[C@H]2C)cc1
  12	-5	-15	0.0
> CO[C@H]1CN(C)C(=O)c2cc(NS(=O)(=O)c3ccccc3Cl)ccc2OC[C@H](C)NC[C@@H]1C
  20	·	15	-1.4
> COCc1cn(CC[C@@H]2CC[C@H](NC(=O)c3ccccc3)[C@H](CO)O2)nn1
  2	6	-27	1.3
> C[C@H](O)C#Cc1ccc2c(c1)O[C@H](CN(C)C(=O)C1CCCCC1)[C@H](C)CN([C@@H](C)CO)S2(=O)=O
  -14	2	60	0.0
> C[C@@H]1CCCCO[C@@H](CN(C)Cc2ccc(C(=O)O)cc2)[C@H](C)CN([C@@H](C)CO)C(=O)c2cc(NS(=O)(=O)c3cccs3)ccc2O1
  21	-6	-17	0.8
> Cc1noc(C)c1S(=O)(=O)Nc1ccc2c(c1)CC(=O)N([C@@H](C)CO)C[C@H](C)[C@@H](CN(C)C(=O)Nc1ccc(F)cc1)O2
  44	0	24	0.2
> COc1ccc(S(=O)(=O)N(C)C[C@H]2OCCCC[C@@H](C)Oc3ccc(NS(=O)(=O)c4c(C)noc4C)cc3C(=O)N([C@H](C)CO)C[C@@H]2C)cc1
  -29	1	2	1.9
> CCCNC(=O)Nc1ccc2c(c1)C(=O)N(C)[C@@H]1CC[C@@H](CC(=O)NCC3CCCCC3)O[C@@H]1CO2
  -11	-1	15	0.0
> CN1C(=O)c2cc(NC(=O)Cc3cccs3)ccc2OC[C@@H]2O[C@H](CC(=O)NCC3CC3)CC[C@H]21
  -8	0	-4	9.3
> CS(=O)(=O)N1[C@@H]2CNC[C@H]1C2c1ccc(-c2ccccc2)cc1 (stereo partly specified)
  0&21	-5&-5	·	1.6&-0.7
> C[C@H](O)C#Cc1ccc2c(c1)O[C@H](CN(C)C(=O)Nc1ccccc1)[C@H](C)CN([C@@H](C)CO)S2(=O)=O
  -7	2	79	·
> CN1c2ccc(-c3cccc(F)c3)cc2[C@H]2[C@H](CCN2C(=O)Cc2cccnc2)[C@@H]1CO
  6	-3	54	-1.3
> CC=Cc1ccc2n(c1=O)C[C@@H]1[C@@H](CO)[C@H](C(=O)NCC3CC3)N(CC3CCOCC3)[C@H]21 (mixture of isomers)
  6	3	28	6.4
> C[C@@H]1CN([C@H](C)CO)C(=O)c2cc(NS(=O)(=O)c3ccccc3)ccc2O[C@H]1CN(C)Cc1ccc(Oc2ccccc2)cc1
  1	23	31	-0.6
> CN1[C@H](C(=O)NCC(F)(F)F)[C@@H](CO)[C@@H]2Cn3c(ccc(-c4ccccc4F)c3=O)[C@@H]21
  ·	-2	48	-0.1

Next compounds:
Results follow in this order: Pf Dd2 growth	C diff HTS	Tcruzi prolif	KDM4C inh
> CCC(=O)Nc1ccc2c(c1)C(=O)N(C)C[C@H](OC)[C@@H](C)CN(C(=O)NC(C)C)[C@H](C)CO2
  10	-3	11	1.5
> O=C(Nc1ccc(F)cc1)N[C@@H]1CC[C@H](CCn2cc(C3(O)CCCC3)nn2)O[C@@H]1CO
  -59	-1	23	11
> C[C@@H]1CN([C@H](C)CO)C(=O)c2cc(NC(=O)Cn3cnnn3)ccc2O[C@@H]1CN(C)C(=O)Nc1ccc(F)cc1
  16	0	16	1.0
> O=C(C[C@@H]1CC[C@@H](NC(=O)C2CCC2)[C@H](CO)O1)NC1CCCCC1
  ·	3	·	0.6
> CCC(=O)Nc1ccc2c(c1)C(=O)N(C)C[C@H](OC)[C@@H](C)CN(Cc1ccncc1)[C@@H](C)CO2
  3	·	?	0.2
> Cc1noc(C)c1S(=O)(=O)Nc1ccc2c(c1)CC(=O)N([C@@H](C)CO)C[C@@H](C)[C@H](CN(C)S(=O)(=O)c1cn(C)cn1)O2
  0	2	2	0.0
> COc1ccc(NC(=O)N(C)C[C@H]2Oc3c(NC(=O)c4cnccn4)cccc3C(=O)N([C@H](C)CO)C[C@@H]2C)cc1
  13	-2	-134	0.3
> COc1ccc(C#Cc2ccc([C@@H]3[C@H]4CN(S(=O)(=O)c5cn(C)cn5)CCCCN4[C@H]3CO)cc2)cc1
  -14	80	52	-2.3
> Cc1noc(C)c1S(=O)(=O)N(C)C[C@H]1OCCCC[C@@H](C)Oc2ccc(NC(=O)Nc3ccc4c(c3)OCO4)cc2C(=O)N([C@@H](C)CO)C[C@H]1C
  -78	-5	108*	-0.6
> O=C(Nc1ccc2c(c1)[C@H]1C[C@@H](CC(=O)N3CCc4ccccc4C3)O[C@@H](CO)[C@H]1O2)Nc1ccccc1F
  -57	6	·	-8.4
> CCCC#Cc1ccc2c(c1)O[C@@H](CN(C)C(=O)Nc1ccccc1F)[C@H](C)CN([C@@H](C)CO)S2(=O)=O
  -9	-14	·	-0.8
> C[C@@H]1CN([C@@H](C)CO)C(=O)c2cc(NC(=O)Nc3ccccc3)ccc2O[C@@H]1CN(C)S(=O)(=O)c1ccc(Cl)cc1
  2	12	39	0.6
> CCCNC(=O)C[C@H]1CC[C@H]2[C@@H](COC[C@@H](O)CN2C(=O)Nc2ccc(Cl)c(Cl)c2)O1
  2	-102*!	15	-0.8
> CO[C@H]1CN(C)C(=O)c2cc(NC(C)=O)ccc2OC[C@H](C)N(C(=O)CN(C)C)C[C@@H]1C
  ·	0	-23	0.2
> CC(C)c1cn(CC[C@@H]2CC[C@H](NC(=O)Nc3cc(Cl)cc(Cl)c3)[C@@H](CO)O2)nn1
  16	·	-93	-1.4
> NCC[C@H]1CC[C@H](NC(=O)C2CC2)[C@@H](CO)O1
  7	0	·	0.3

Two entries from above, tab-delimited:
SMILES	Pf Dd2 growth	C diff HTS	Tcruzi prolif	KDM4C inh
CCC(=O)Nc1ccc2c(c1)C(=O)N(C)C[C@H](OC)[C@@H](C)CN(Cc1ccncc1)[C@@H](C)CO2	3	·	?	0.2
Cc1noc(C)c1S(=O)(=O)Nc1ccc2c(c1)CC(=O)N([C@@H](C)CO)C[C@@H](C)[C@H](CN(C)S(=O)(=O)c1cn(C)cn1)O2	0	2	2	0.0

High-throughput results deposited in PubChem by Broad Institute.
